# Compound activity (PubChem)
# FXIIa inh = factor XIIa (human) inhibition | purified FXIIa, Boc-QGR-AMC fluorogenic substrate, 2 h | inhibition, % at 5 µM | hit rate 0.3% among 220,000 | AID 800; in the data active = inhibition above about 40%;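 note: 0% = enzyme with no compound and 100% = blank without enzyme; many of its hits are not listed in these tables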
# FXIa inh = blocks human coagulation factor XIa protease activity. P03951. purified FXIa, Boc-Glu-Ala-Arg-AMC fluorogenic substrate. inhibition, % at 5 µM. hit rate 0.14% among 220,000. AID 798;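 active = inhibition of at least 40%; inactive = inhibition below 40%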;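 note: fluorescence of freed AMC excited at 355 nm; 0% = enzyme without compound and 100% = no enzyme blank; many of its hits are not listed in these tables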
# Target sequence (P03951 19-387 limits assumed): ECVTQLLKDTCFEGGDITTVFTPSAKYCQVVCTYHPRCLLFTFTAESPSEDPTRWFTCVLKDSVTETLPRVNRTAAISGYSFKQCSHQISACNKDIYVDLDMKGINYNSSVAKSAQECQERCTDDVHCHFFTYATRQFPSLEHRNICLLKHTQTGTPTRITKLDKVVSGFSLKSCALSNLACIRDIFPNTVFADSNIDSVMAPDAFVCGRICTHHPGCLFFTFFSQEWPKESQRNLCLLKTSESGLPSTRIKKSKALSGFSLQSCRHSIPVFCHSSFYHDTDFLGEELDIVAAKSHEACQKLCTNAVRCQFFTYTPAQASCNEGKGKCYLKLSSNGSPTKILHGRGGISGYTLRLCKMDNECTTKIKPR
# Target sequence (P03951 388-625 limits assumed): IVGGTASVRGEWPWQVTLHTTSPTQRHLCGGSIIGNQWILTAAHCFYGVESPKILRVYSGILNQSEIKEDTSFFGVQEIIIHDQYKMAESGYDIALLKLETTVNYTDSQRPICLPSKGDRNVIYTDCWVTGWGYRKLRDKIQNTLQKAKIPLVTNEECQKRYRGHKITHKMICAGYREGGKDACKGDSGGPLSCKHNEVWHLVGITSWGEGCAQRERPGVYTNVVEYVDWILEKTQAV
# p97 inhibitor = inhibitors of human p97 ATPase. P55072. inhibition, % at 8 µM. AID 1481. recombinant p97 ATPase, Kinase-Glo ATP luminescence, 3 h. hit rate 0.42% among 220,000; in the data active = inhibition above about 15%;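 note: 0% = DMSO vehicle and 100% = wells lacking enzyme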
# 14-3-3 Bad inh = disrupts binding of bovine 14-3-3 zeta to phospho-Bad peptide. inhibition, % at 21.7 µM. TR-FRET 14-3-3zeta/Dy647-pBad peptide displacement, 1 h. P63103. hit rate 0.71% among 220,000;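 active = inhibition above about 70%, limit read from the data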;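 note: 0% = full 14-3-3 plus peptide FRET controls and 100% = background without 14-3-3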
# Target sequence (P63103 whole entry, looked up): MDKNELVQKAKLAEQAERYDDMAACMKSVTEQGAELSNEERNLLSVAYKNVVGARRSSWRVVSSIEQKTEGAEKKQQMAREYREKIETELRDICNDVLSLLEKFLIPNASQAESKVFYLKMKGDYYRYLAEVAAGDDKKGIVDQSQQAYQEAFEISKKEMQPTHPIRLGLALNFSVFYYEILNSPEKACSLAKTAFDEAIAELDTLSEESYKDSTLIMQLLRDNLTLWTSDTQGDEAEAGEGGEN
# Wee1 degr inh = inhibitors of human Wee1 degradation | P30291 | HeLa Luc-Wee1K328M stability, luciferase luminescence; 100% = proteasome inhibitor MG132 effect | reporter increase, % at 5 µM | hit rate 1.2% among 220,000 | AID 1321;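 active = activation above the mean of all tested compounds plus 3 SD, set per screening run, cut at about 8.8% in these data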;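 note: cells exposed to compound for 20 h before luminescence read; 0% = DMSO alone and 100% = MG132 at 30 µM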
# hK5 inh = kallikrein 5 (human) inhibition | Q9Y337 | recombinant hK5, fluorogenic AMC substrate cleavage | inhibition, % at 5 µM | hit rate 0.59% among 210,000;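 active = inhibition of 40% or more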;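 note: 0% = enzyme controls without compound and 100% = no-enzyme blanks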
# Target sequence (Q9Y337 67-293 limits assumed): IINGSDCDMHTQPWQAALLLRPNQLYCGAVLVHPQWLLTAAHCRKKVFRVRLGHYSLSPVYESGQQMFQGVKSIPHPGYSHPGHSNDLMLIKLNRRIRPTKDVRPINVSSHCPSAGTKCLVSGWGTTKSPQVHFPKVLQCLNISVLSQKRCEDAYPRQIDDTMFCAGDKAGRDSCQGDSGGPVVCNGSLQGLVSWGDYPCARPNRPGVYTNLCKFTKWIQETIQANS
# Rad51 HR inh = Rad51 (human) homologous recombination inhibition; Q06609; hRad51 DNA strand exchange, fluorescence dequenching; inhibition, % at 10 µM; hit rate 0.085% among 200,000; AID 1385;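 active = inhibition above 40% at the single screening dose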;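 note: 0% = DMSO control wells and 100% = blanks with heterologous ssDNA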
#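 Assay system: Human Rad51 nucleoprotein filaments preassembled on unlabelled ssDNA | Reagent: Donor/quencher-labelled 47-bp dsDNA substrate | Doses: One concentration, 10 µM final | Times: 37 °C 15-min filament assembly, 30-min compound preincubation, 15-min exchange | Technique: Fluorescein emission 520 nm, excitation 485 nm | Benchmarks: Plate control and blank wells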
# MDM2 E3 inh = Mdm2 E3 ligase (human) inhibition | Q00987 | AID 1230 | hit rate 0.11% among 210,000 | cell-based MDM2 ubiquitination luciferase reporter, 2 h; 0 = plate control, 100 = twice control, blank-subtracted | signal enhancement, % at 5 µM;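 active = signal enhancement of 30% or more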;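 note: luminescence tracks abundance of the self-degrading MDM2-luciferase fusion protein; higher signal means inhibition of MDM2 E3 ligase activity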
#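 Test system: mammalian cells stably expressing self-ubiquitinating, self-degrading MDM2 E3–luciferase fusion; Amount: 2000 cells in each well; Medium: DMEM; Schedule: 4 h settle plus 2 h compound, 37 °C; Technique: SteadyLite luciferase luminescence after 15 min room-temperature reagent incubation; Benchmarks: plate control and blank wells.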
# eIF4E 4G PPI = blocks eIF4E binding to eIF4G | P63073+Q04637 | TR-FRET eIF4E-eIF4GI(517-606) binding, 2 h | inhibition, % at 21.7 µM | hit rate 0.37% among 220,000 | AID 782;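 active = inhibition above about 30%, limit read from the data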;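 note: 0% = full FRET control wells and 100% = background wells lacking eIF4GI fragment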
# Active calls of the source: *; nt = not tested or not shown; [ ] = dose if it differs, or a comment. Compounds as they come. Share with any hit: about 3.5%.
SMILES,FXIIa inh,FXIa inh,p97 inhibitor,14-3-3 Bad inh,Wee1 degr inh,hK5 inh,Rad51 HR inh,MDM2 E3 inh,eIF4E 4G PPI
COc1cc(CCC(=O)OCC(=O)Nc2cccc(S(N)(=O)=O)c2)cc(OC)c1OC,7,1,4,5,2,-13,10,6,24
Cc1ccc2nc(-c3sc4nc(C)ccc4c3N)[nH]c2c1,14,9,-17,-9,1,-7,-20,-29,4
COc1ccc(N2C(=O)CCC(C(=O)NCCCN3CCC(C)CC3)C2c2ccc(OC)c(OC)c2)cc1 (configuration not stated),9,-1,6,-18,0,2,3,0,0
COc1ccc(/C=C/C(=O)OCC(=O)Nc2ccc(OC)c(S(=O)(=O)N3CCCCC3)c2)cc1,0,-7,-6,8,-2,-5,2,-2,4
CC(C)(C)C1CCc2onc(C(=O)Nc3cccnc3)c2C1 (configuration not stated),9,3,2,-7,3,1,-10,-19,-13
COC(=O)CCC(=O)Nc1sc2c(c1C#N)CCCC2,15,20,-2,-7,-3,-10,-2,-23,3
COc1nc2ccccc2nc1CCC(=O)O,9,-3,2,15,1,0,0,-6,10
Cc1sc(NC(=O)Cn2[nH]c(=O)c3ccccc3c2=O)nc1-c1ccccc1,2,-5,-6,21[fluorescence artefact?],0,7,7,-9,-36[fluorescence artefact?]
CN(C)S(=O)(=O)N1C(=O)c2ccccc2C1=O,3,-7,-1,20,0,22,-6,3,9
N#Cc1nc(-c2ccco2)oc1N1CCN(c2ccccc2)CC1,10,3,2,2,-4,-2,-4,-18,3
Cc1onc(-c2c(Cl)cccc2Cl)c1/C(N)=N/OC(=O)C1CC1,7,5,10,-1,4,2,-21,-17,1
CCN(CC)CCN(C(=O)CCOc1ccccc1)c1nc2ccc(F)cc2s1,8,-2,0,-6,-2,6,1,-6,-5
CC(=O)c1sc(NC(=O)c2cccc(C)c2)nc1C,12,5,-9,0,-4,5,-3,-20,2
COCCNCC(=O)NC12CC3CC(CC(C3)C1)C2,12,1,4,-2,2,-6,-14,-18,2
COc1cc(N=c2ssnc2Cl)cc(OC)c1OC,2,-1,0,38,3,2,2,-12,67*
Cc1nnc(Nc2ccccc2)n(N)c1=O,-16,-11,5,-20[fluorescence artefact?],-2,-27,3,-11,0
CCC(=O)c1ccc(OCC(=O)NCCc2ccccn2)cc1,4,-9,-4,4,-1,-6,-9,-6,-4
CCOC(=O)C1(Cc2ccccc2Cl)CCN(C(=O)c2cnccn2)CC1,10,2,9,-5,4,nt,nt,6,3
CC1(C)CSC(=NCc2ccccc2)N1C(=O)c1cccc([N+](=O)[O-])c1,6,13,9,11,0,-1,-11,-13,-3[fluorescence artefact?]
CC(=O)c1cnn(-c2cc(Oc3ccc(F)cc3)ncn2)c1C,3,2,-6,2,-1,-18,-9,-5,3
O=C(CNCC1CCCO1)Nc1ccccc1-n1cccc1 (configuration not stated),-1,-5,6,11,-2,-23,2,1,2[fluorescence artefact?]
O=C1NCCN(Cc2cccc(Oc3ccccc3)c2)C1CC(=O)N1CCCO1 (configuration not stated),7,0,-1,-8,-3,4,3,9,2
Cn1cc(NC(=O)Nc2ccc(C(F)(F)F)cc2)c(C(F)(F)F)n1,5,4,-10,6,2,-8,-5,-15,1
CC1CCN(c2nc(-c3ccncc3)nc3ccccc23)CC1,12,3,2,5[fluorescence artefact?],-3,-11,-2,-4,19[fluorescence artefact?]
C/C(=N/NC(=O)c1ccc(NC(=O)c2ccc(F)cc2)cc1)c1ccccc1,7,-5,3,-7[fluorescence artefact?],-2,27,1,1,-4
CCCC1(C(=O)O)NC(c2cccc(OC)c2O)C2C(=O)N(c3ccccc3)C(=O)C21 (configuration not stated),10,0,-7,-5[fluorescence artefact?],1,-6,11,-1,-4[fluorescence artefact?]
CC(C)(C)c1cc(-c2ccco2)c(C#N)c(SCC#N)n1,12,-2,-5,4,0,-1,-4,16,-13
COc1cccc(C(=O)N2CCN(Cc3ccccc3[N+](=O)[O-])CC2)c1,-1,-5,-4,37,7,-18,2,7,13
Cc1cc(=O)c2ccccc2[nH]1,14,2,3,42,-2,17,2,-23,-10
CCOC(=O)c1cn(Cc2ccccc2)nn1,50*,36,0,-1,2,-5,-1,-17,9[fluorescence artefact?]
CSc1cccc(NC(=O)c2ccccc2N(C)S(C)(=O)=O)c1,-8,-10,-1,-11[fluorescence artefact?],2,-30,1,-10,-8
CCc1ccc2c(c1)[C@]1(C(=O)N2)[C@@H]2C(=O)N(Cc3ccccc3)C(=O)[C@@H]2[C@@H]2CCCN21,11,-7,2,5,-1,-9,-2,-22,6
O=C(N/N=C/c1ccc(O)cc1)c1cc[n+](Cc2ccccc2)cc1,11,4,9,-10[fluorescence artefact?],-3,-1,4,-4,3
C[n+]1cccc(C(=O)NCC2CCCO2)c1 (configuration not stated),30,-1,-7,29,0,5,nt,-14,1
CC1(C(=O)NNC(=O)c2ccc(=O)oc2)CC1Br (configuration not stated),7,5,4,-20,5,-28,-33,-7,0
Cc1ccc(NC(=O)CNCC(c2ccccc2)N(C)C)cc1F (configuration not stated),8,-1,5,13,-1,-2,25,nt,4
O=C(OCCNc1nc(-c2ccccc2)nc2ccccc12)c1ccncc1,8,1,-5,3,0,5,-3,-12,2
Cc1ccc(-c2cc3nc(C)cc(NCc4ccco4)n3n2)cc1,14,-1,3,11[fluorescence artefact?],-3,-19,6,-31,-2
CC(O)c1nc2ccccc2n1CCOc1ccccc1 (configuration not stated),17,10,4,0,-2,0,1,-4,0
N#C/C(=C\c1cn[nH]c1-c1ccc(Cl)cc1)C(=O)NCc1ccccc1,14,5,2,-3,-1,-2,nt,5,-1
CN1C2CCC1/C(=C\c1ccccc1)C(=O)/C2=C\c1ccccc1,5,-3,-5,6,4,-3,2,-20,0
CC1CCN(CC(=O)Nc2sc3c(c2C#N)CCC3)CC1,16,3,4,-15,3,-20,6,-8,-3
Cc1cc(C)n(-c2ccc(C(=O)Nc3ccccc3N3CCOCC3)cc2)n1,25,21,-3,7,7,-5,nt,-6,-3
CCC(=O)Nc1ccc(C(=O)CSc2nc3ccc(C)cc3[nH]2)cc1,-2,-5,7,-4,1,-11,0,0,0
Cc1ccc(C(=O)CCNc2ccc(Br)cc2)o1,11,4,0,-5,1,-11,-4,-13,5[fluorescence artefact?]

# Part of the list above, as tab-separated lines.
molecule	FXIIa inh	FXIa inh	p97 inhibitor	14-3-3 Bad inh	Wee1 degr inh	hK5 inh	Rad51 HR inh	MDM2 E3 inh	eIF4E 4G PPI
N#C/C(=C\c1cn[nH]c1-c1ccc(Cl)cc1)C(=O)NCc1ccccc1	14	5	2	-3	-1	-2	nt	5	-1
Cc1ccc(NC(=O)CNCC(c2ccccc2)N(C)C)cc1F (configuration not stated)	8	-1	5	13	-1	-2	25	nt	4
Cc1cc(C)n(-c2ccc(C(=O)Nc3ccccc3N3CCOCC3)cc2)n1	25	21	-3	7	7	-5	nt	-6	-3
CC1(C(=O)NNC(=O)c2ccc(=O)oc2)CC1Br (configuration not stated)	7	5	4	-20	5	-28	-33	-7	0

# Further records.
SMILES,FXIIa inh,FXIa inh,p97 inhibitor,14-3-3 Bad inh,Wee1 degr inh,hK5 inh,Rad51 HR inh,MDM2 E3 inh,eIF4E 4G PPI
CCn1c(=O)c(=O)n(CC)c2cc(S(=O)(=O)Nc3cccc(OC)c3)ccc21,9,-2,5,6,-6,2,-4,-6,-1
COC(=O)COc1cc(Cl)c(C=O)cc1OC,8,5,7,-9,-4,-2,5,-12,2
Cc1cc(C)c(S(=O)(=O)Nc2cccc3nsnc23)c(C)c1,14,3,2,-20,-4,-4,nt,-21,5
CCOC(=O)c1cnc(SC)nc1Oc1cccc(NC(=O)c2ccc(Cl)cc2)c1,10,5,3,-6,-2,6,nt,3,1
O=C(Nc1ccc2ccccc2n1)C1CCCCC1,2,-1,3,7,1,-1,-33,-27,0
CC1=C(C(=O)OCc2ccccc2)C(c2cccnc2)c2c(n(C)c(=O)n(C)c2=O)N1 (configuration not stated),14,-4,-5,2,-2,-27,1,-5,-4
CC12CC3(C)CC(C)(C1)CC(C(=O)NCc1ccccn1)(C2)C3,3,-6,2,-3,1,-10,11,19,-1
CCCn1c(/N=C/c2ccc3c(c2)OCO3)nc2ccccc21,12,5,-2,-4,0,43*,-6,-8,0
O=c1c2ccccc2nc(CSc2nnnn2-c2ccccc2)n1-c1ccccc1,16,4,5,38[fluorescence artefact?],6,18,nt,-18,-1
CCOC(=O)CNC(=O)c1sc(NC(=O)c2cccc(F)c2)nc1C,1,12,1,3,-3,-5,4,1,5
O=C1OC(Nc2ccc(Br)cc2F)c2ccccc21 (configuration not stated),14,8,-1,-2,-1,-10,0,6,-5
Nn1c(SC/C=C/c2ccccc2)nnc1-c1ccccn1,26,17,-1,-13,-1,7,-6,-11,-12
C/C(=N\NC(=O)c1ccccc1[N+](=O)[O-])c1ccc(Br)s1,7,1,3,-4,3,nt,-7,nt,1
O=C(Cc1ccccc1Cl)NC1(O)C(=O)c2ccccc2C1=O,7,1,8,-1,4,-1,15,-83,-3
C/C=C(\C)CN1CCN(c2cc(C)ccc2C)CC1,18,4,-3,59,-1,-10,5,9,-2
CCOC(=O)N1CCN(C(=O)/C(=C/c2ccc(OC)cc2)NC(=O)c2ccccc2)CC1,3,-7,-1,-5,3,0,2,-11,14
CC(=O)Nc1ccc(S(=O)(=O)N2CCCC2C(=O)Nc2ccc3c(c2)OCCO3)cc1 (configuration not stated),4,-3,3,-8,0,-1,-2,1,1
N#C/C(=C\c1ccc(Oc2ccc(C(F)(F)F)cc2[N+](=O)[O-])cc1)c1nc2ccccc2[nH]1,6,-1,6,-8[fluorescence artefact?],2,-5,-1,5,-2[fluorescence artefact?]
CCSc1nnc(-c2ccncc2)n1Cc1ccccc1,4,-5,2,-3,-2,0,-3,0,3
N=C1C(c2ccccc2)=C(O)CN1c1cccc2ccccc12,4,-4,0,-4,-1,-1,0,-2,-10
Cc1ccc(CNC(=O)c2sc3nc4c(c(C(F)(F)F)c3c2N)CCC4)cc1,17,23,-4,-4[fluorescence artefact?],7,-16,2,-6,2
C/C(=N/O)c1ccc(Oc2cnccn2)cc1,13,3,2,-11,2,3,4,-5,2
Cc1cc(C(=O)N/N=C/c2c[nH]c3ccccc23)c(C)o1,9,-3,2,-16,-3,-1,8,-13,1
COc1cccc(C(=O)Nc2sc(C(C)C)cc2C(N)=O)c1OC,10,2,7,1,-1,19,22,nt,-10
NS(=O)(=O)c1ccc(Cl)c(C(=O)Nc2ccccc2[N+](=O)[O-])c1,8,1,7,-6,-3,-1,2,-3,1
O=C1CN(c2nc3nonc3nc2N2CCCCC2)CCN1,5,-4,5,-11,-1,-3,-3,5,-3
S=c1[nH]nc(COc2ccc3ccccc3c2)o1,10,6,4,46[fluorescence artefact?],3,-6,-2,-11,2
COc1ccc(Cn2c(=O)c3c(nc(NCCO)n3C)n(C)c2=O)cc1,-4,-3,5,0[fluorescence artefact?],2,1,0,-3,-2
Cc1onc(-c2ccccc2)c1C(=O)c1c[nH]c(C(=O)NCCCN2CCOCC2)c1,13,5,-1,-5,-2,-2,-10,-2,1
Cc1ccc(NC(=O)Cc2ncon2)cc1Cl,12,3,2,1,-3,0,17,-4,1
COc1ccc(C2CC(C(F)(F)F)n3ncc(C(=O)NCC4CCCO4)c3N2)cc1OC (configuration not stated),9,-1,0,10,-1,14,2,-13,-5[fluorescence artefact?]
